Screens as filed in PubChem.
TbMetRS inhib: blocks T. brucei methionyl-tRNA synthetase activity; purified T. brucei MetRS, ATP depletion, Kinase-Glo luminescence; inhibition, % at 11.9 µM; hit rate 0.4% among 360,000; AID 624268;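 active = inhibition above a per-plate cutoff of the control wells' mean inhibition plus 3 SD, cut at about 5.5% in these data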;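 also: 0% = DMSO wells median and 100% = median of wells with control inhibitor compound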
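Test system – parasite MetRS enzyme · Reagent – substrates ATP, L-methionine and bulk Escherichia coli tRNA · Doses – 11.9 µM compound single dose, 0.9% DMSO · Times – 15 min enzyme-compound preincubation, 2 h reaction, 10 min detection, 25 °C · Signal – Kinase-Glo luminescence, ATP depletion format · Controls – DMSO-only wells as low control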
DNMT1 inh: blocks human DNA methyltransferase DNMT1; DNMT1 molecular beacon, Hinp1I cleavage, fluorescence; P26358; hit rate 0.83% among 360,000; inhibition (reported as % activation of signal), % at 10 µM; in the data active = inhibition above about 50%
STEP inh: inhibitors of human striatal-enriched phosphatase STEP; recombinant STEP, OMFP fluorogenic substrate, fluorescence; inhibition, % at 20 µM; hit rate 0.25% among 360,000;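 active = inhibition at 20 µM, scaled per plate between control wells, above about 37%, limit read from the data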;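 also: 0% = DMSO with enzyme and substrate and 100% = substrate only without enzyme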
Target sequence (P54829 whole entry, looked up): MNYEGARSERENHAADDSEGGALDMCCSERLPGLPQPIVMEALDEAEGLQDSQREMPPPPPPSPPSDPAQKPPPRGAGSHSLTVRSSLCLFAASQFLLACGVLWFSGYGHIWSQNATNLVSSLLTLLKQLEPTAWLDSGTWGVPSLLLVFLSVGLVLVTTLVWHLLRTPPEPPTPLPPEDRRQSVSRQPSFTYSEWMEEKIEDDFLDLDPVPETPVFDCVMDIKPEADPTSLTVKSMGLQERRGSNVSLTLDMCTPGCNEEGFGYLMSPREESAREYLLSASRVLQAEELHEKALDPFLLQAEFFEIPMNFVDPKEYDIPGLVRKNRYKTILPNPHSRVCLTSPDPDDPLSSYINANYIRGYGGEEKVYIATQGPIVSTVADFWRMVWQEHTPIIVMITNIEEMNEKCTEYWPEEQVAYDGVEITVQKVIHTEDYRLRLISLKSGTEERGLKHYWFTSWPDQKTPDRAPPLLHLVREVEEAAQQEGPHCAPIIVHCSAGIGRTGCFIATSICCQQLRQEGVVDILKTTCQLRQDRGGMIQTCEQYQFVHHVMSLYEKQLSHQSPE
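Material: STEP (striatal-enriched tyrosine phosphatase) enzyme, cell-free | Medium: 50 mM Bis-Tris pH 6.0 with 2.5 mM DTT and 0.005% Tween 20 | Read-out: Percent inhibition scaled to no-enzyme and uninhibited-enzyme controls, plate-pattern corrected | Signal: Fluorescence read at 480 nm ex / 540 nm em | Times: 20 min reaction, room temperature, in the dark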
bovine MsrA act: activators of bovine methionine sulfoxide reductase A; hit rate 0.3% among 360,000; activation, % at 10.6 µM; AID 602163; purified bovine MsrA, absorbance read-out; in the data active = activation above about 7.5%;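 also: 0% = vehicle and 100% = reference activator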
SUMO1 PPI mod: alters human SUMO1 binding to SIM partners | SUMO1 binding to a labelled peptide, TR-FRET, 1 h | inhibition, % at 20 µM | hit rate 0.33% among 360,000 | AID 602429; in the data active = inhibition above about 37%
Target sequence (P63165 whole entry, looked up): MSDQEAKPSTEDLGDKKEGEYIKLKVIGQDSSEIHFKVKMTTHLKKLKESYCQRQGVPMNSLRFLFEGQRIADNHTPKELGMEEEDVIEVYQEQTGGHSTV
NRP1-CendR mod: NRP-1/CendR interaction modulation | inhibition, % at 25 µM | FAM-RPARPAR peptide binding to NRP-1, fluorescence polarization | AID 602438 | hit rate 0.85% among 360,000;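 active = inhibition or corrected inhibition above about 18%, plus a signal ratio from 0.5 to 1.5, limit read from the data, passing the limit was not always enough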; also: strong numbers were not always called active
LMPTP inh: blocks human LMPTP phosphatase; P24666; recombinant LMPTP-A, OMFP fluorogenic substrate, fluorescence intensity; inhibition, % at 20 µM; hit rate 0.22% among 360,000; AID 651560;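 active = compounds that cut the enzyme signal by at least half of the control window in the single-dose screen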;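 also: plate controls were DMSO wells with enzyme plus substrate for no effect and substrate without enzyme for full effect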
Target sequence (P24666 whole entry, looked up): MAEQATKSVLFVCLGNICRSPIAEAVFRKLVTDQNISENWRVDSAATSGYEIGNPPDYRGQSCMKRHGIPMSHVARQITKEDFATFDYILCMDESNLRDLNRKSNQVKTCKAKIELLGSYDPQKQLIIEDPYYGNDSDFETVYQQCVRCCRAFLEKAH
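Test system – LMPTP-A enzyme · Amount – LMPTP-A at 0.625 nM final in the reaction · Buffer or medium – Bis-Tris pH 6.0, DTT, detergent · Reagent – OMFP 400 µM · Doses – single 20 µM dose · Schedule – reaction 50 min, room temperature, dark · Detection – fluorescence intensity of OMFP turnover product · Evaluation – percent inhibition versus substrate-only and uninhibited controls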
E coli Lon inh: inhibitors of E. coli Lon protease; P0A9M0; purified E. coli Lon protease, fluorescence polarization; inhibition, % at 7.94 µM; hit rate 0.42% among 360,000; in the data active = inhibition above about 13%, passing the limit was not always enough;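 also: 0% = enzyme with probe and DMSO and 100% = no enzyme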
Scp1 inh: Scp-1 (human) phosphatase inhibition; Recombinant Scp1, phosphopeptide, malachite green phosphate absorbance; inhibition, % at 20 µM; hit rate 0.88% among 340,000; AID 493091;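 active = inhibition above about 50% at 20 µM, limit read from the data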;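 also: plate controls were DMSO wells with enzyme for no effect and wells lacking enzyme for full effect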
Target sequence (Q9GZU7 76-261 limits assumed): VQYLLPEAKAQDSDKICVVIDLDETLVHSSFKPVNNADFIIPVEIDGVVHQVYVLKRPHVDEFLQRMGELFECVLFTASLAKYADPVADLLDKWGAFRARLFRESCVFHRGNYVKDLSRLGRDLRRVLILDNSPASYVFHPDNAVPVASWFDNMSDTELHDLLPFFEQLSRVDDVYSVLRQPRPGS
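Times: enzyme reaction 45 min at room temperature, colour 5 min, stabilisation 30 min. Material: SCP-1 catalytic fragment, aa 76-261. Medium: Acidic Tris acetate buffer with magnesium and detergent. Signal: colorimetric free-phosphate detection, absorbance 630 nm. Read-out basis: % inhibition of SCP-1 phosphate liberation. Reagent: Phosphorylated 17-residue peptide substrate.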
MsrA inh: bovine MsrA inhibition; purified bovine MsrA, absorbance read-out; hit rate 0.75% among 360,000; AID 651718; inhibition, % at 15.5 µM; in the data active = inhibition above about 4.5%;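 also: 0% = vehicle wells with enzyme and 100% = reference inhibitor wells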
An asterisk follows results filed as active; . = not tested or not shown.

No. | TbMetRS inhib | DNMT1 inh | Molecule | STEP inh | bovine MsrA act | SUMO1 PPI mod | NRP1-CendR mod | LMPTP inh | E coli Lon inh | Scp1 inh | MsrA inh
1 | -0.4 | -7 | O=C(Nc1cccc(S(=O)(=O)Nc2ccc(Cl)cc2)c1)c1ccccn1 | -1 | -8 | 4 | 9 | 0.4 | 6 | -5 | -0.1
2 | -0.2 | -18 | CCOC(=O)COc1ccc(/C=C2/SC(=Nc3ccccc3)N(Cc3cccnc3)C2=O)cc1OC | 1 | 0 | -9 | 24 | 5.6 | 10 | 9 | 0.8
3 | -0.6 | -8 | Cc1cc(C)cc(NC(=S)N2CCC(c3nc4ccccc4s3)CC2)c1 | 2 | 2 | 2 | 5 | 1.9 | 7 | 7 | 1.4
4 | -0.5 | 1 | O=C(NNC(=O)C(c1ccccc1)c1ccccc1)c1ccccn1 | 2 | 3 | 3 | 2 | -0.1 | 2 | -9 | 0.0
5 | -0.1 | 3 | CC(C)(C)n1cnnc1Sc1ccc([N+](=O)[O-])cn1 | -4 | -1 | -26 | 2 | -2.1 | 19 | 6 | -0.3
6 | -0.2 | 1 | O=C(COC(=O)c1cccs1)Nc1ccccc1Cl | 1 | 3 | 6 | 5 | 0.3 | -13 | -1 | 2.1
7 | -0.4 | 0 | CN(Cc1c(F)cccc1Cl)C(=O)CNC(=O)c1cccs1 | -2 | -5 | -3 | 9 | -1.7 | 2 | -8 | 0.1
8 | 0.0 | 2 | C[C@H](CO)N1C[C@H](C)[C@H](CN(C)Cc2cncnc2)Oc2ncc(C#CC3(O)CCCC3)cc2C1=O | -4 | -2 | 3 | -2 | -1.2 | 3 | . | -0.4
9 | -0.4 | 1 | O=C(CSc1nc2ccccc2n1CC(=O)NCc1ccccc1)NCc1ccco1 | -3 | -9 | -1 | -8 | -2.7 | 6 | 2 | -1.1
10 | -0.2 | -14 | Oc1c(N=NC(=S)Nc2ccccc2F)c2ccccc2n1Cc1ccc(F)cc1 | 0 | -2 | -5 | 1 | 2.1 | -3 | -8 | 1.6
11 | -0.9 | -1 | O=C(Nc1ccc(OC(F)(F)F)cc1)c1ccc2nccnc2c1 | -1 | -3 | -20 | -22 | -1.6 | 1 | 0 | 0.6
12 | 1.1 | -4 | N#Cc1ccc(OCC(=O)Nc2ccccc2NS(=O)(=O)c2cccs2)cc1 | 5 | 1 | 9 | 6 | -0.8 | 14 | -11 | -0.5
13 | -0.9 | 0 | CC(=O)Nc1ccc2oc(-c3ccccc3)nc2c1 | -3 | -6 | 0 | 12 | -0.1 | -4 | -1 | 0.2
14 | 8.4* | 2 | O=C(CN1CCN(Cc2ccc(Cl)cc2)CC1)N/N=C/c1c[nH]c2ccccc12 | -2 | -7 | -3 | 10 | -1.2 | -12 | 2 | 2.5
15 | 0.2 | 2 | CCN1C(=O)[C@H]2[C@@H](c3ccc(C(F)(F)F)cc3)N[C@]3(CCCN(Cc4ccc(Br)cc4)C3=O)[C@H]2C1=O | 0 | 3 | 7 | -7 | -1.0 | 3 | . | 0.1
16 | 10* | 1 | C=CCNC(=S)NNC(=O)Cn1c(-c2ccccc2)cc(=O)n2ncnc12 | -3 | 1 | 3 | 5 | -1.5 | 0 | -7 | 0.8
17 | -2.2 | -1 | C[C@H](O)[C@@H]1C(=O)N2CCc3ccc(-c4ccccc4)cc3[C@@H]2C[C@@H]1N(C)C(=S)Nc1ccc(F)cc1 | -2 | -7 | -1 | -7 | 0.1 | -1 | . | 0.5
18 | 0.9 | 3 | COc1cccc(C(=O)c2cc3cc(Cl)ccc3[nH]2)c1 | -1 | -4 | -2 | 8 | 0.9 | 2 | -14 | 3.1
19 | -0.1 | -1 | Cc1nnnn1/C(=C\c1ccccc1)C(=O)OCC(=O)Nc1ccc(Cl)cc1F | -1 | 0 | 6 | 9 | 0.2 | -7 | -8 | -0.7
20 | -0.4 | 3 | Cc1ccc2[nH]c(=O)c(CN(CCO)C(=O)N(C)C)cc2c1 | 1 | -4 | 2 | -2 | -0.8 | -6 | 2 | 0.6
21 | 0.9 | 1 | Clc1cccc2c1Sc1ccccc1CC2N1CCNCC1 (centres undefined) | -3 | -3 | -2 | 2 | -0.5 | 3 | -10 | 0.5
22 | -1.0 | 2 | CC(c1nccs1)N(C)c1nc2nonc2nc1N(C)C (centres undefined) | 0 | -10 | -2 | -4 | 0.4 | 6 | 6 | 4.9*
23 | -0.9 | 4 | Cc1ccc(N2C(=O)[C@@H]3C(C(=O)C(c4ccccc4)c4ccccc4)=NN[C@@H]3C2=O)cc1 | 1 | -7 | -1 | -4 | 0.3 | -6 | -2 | 2.6
24 | 0.9 | -19 | Nc1c2c(nc3ccc(Br)cc13)N(c1ccccc1)CC2 | -1 | -2 | -11 | -32 | 0.0 | -13 | 5 | 0.0
25 | -0.1 | 6 | c1ccc(CSc2nnc(-c3ccco3)n2Cc2ccco2)cc1 | -2 | 0 | -1 | -31 | 0.4 | -6 | -2 | -0.8
26 | -0.4 | 0 | Cc1c(Cl)c([N+](=O)[O-])nn1CC(=O)NCC1CCCO1 (centres undefined) | -2 | 4 | -5 | 5 | -0.2 | -8 | -9 | 0.9
27 | 0.1 | 4 | COCCSc1nnc(NC(=O)COC)s1 | 1 | 0 | 5 | -4 | -3.9 | 1 | -5 | -1.0
28 | -0.5 | -3 | O=S(=O)(c1ccccc1Cl)N1CCCC1c1nc(-c2ccccc2Cl)no1 (centres undefined) | 2 | -1 | -2 | 7 | 0.0 | -6 | -9 | 2.0
29 | -0.6 | -4 | COc1ccc2ncc(S(=O)(=O)c3ccccc3)c(N3CCC4(CC3)OCCO4)c2c1 | 2 | -3 | -9 | 4 | 0.3 | -5 | -3 | -0.4
30 | 1.2 | 8 | CC(NC(=O)Cn1nc(C(=O)O)c2ccccc2c1=O)c1ccccc1 (centres undefined) | -2 | -9 | -3 | 16 | -2.1 | 0 | -7 | 1.4

Quoted from above, entries 16 to 26
No. | TbMetRS inhib | DNMT1 inh | Molecule | STEP inh | bovine MsrA act | SUMO1 PPI mod | NRP1-CendR mod | LMPTP inh | E coli Lon inh | Scp1 inh | MsrA inh
16 | 10* | 1 | C=CCNC(=S)NNC(=O)Cn1c(-c2ccccc2)cc(=O)n2ncnc12 | -3 | 1 | 3 | 5 | -1.5 | 0 | -7 | 0.8
17 | -2.2 | -1 | C[C@H](O)[C@@H]1C(=O)N2CCc3ccc(-c4ccccc4)cc3[C@@H]2C[C@@H]1N(C)C(=S)Nc1ccc(F)cc1 | -2 | -7 | -1 | -7 | 0.1 | -1 | . | 0.5
18 | 0.9 | 3 | COc1cccc(C(=O)c2cc3cc(Cl)ccc3[nH]2)c1 | -1 | -4 | -2 | 8 | 0.9 | 2 | -14 | 3.1
19 | -0.1 | -1 | Cc1nnnn1/C(=C\c1ccccc1)C(=O)OCC(=O)Nc1ccc(Cl)cc1F | -1 | 0 | 6 | 9 | 0.2 | -7 | -8 | -0.7
20 | -0.4 | 3 | Cc1ccc2[nH]c(=O)c(CN(CCO)C(=O)N(C)C)cc2c1 | 1 | -4 | 2 | -2 | -0.8 | -6 | 2 | 0.6
21 | 0.9 | 1 | Clc1cccc2c1Sc1ccccc1CC2N1CCNCC1 (centres undefined) | -3 | -3 | -2 | 2 | -0.5 | 3 | -10 | 0.5
22 | -1.0 | 2 | CC(c1nccs1)N(C)c1nc2nonc2nc1N(C)C (centres undefined) | 0 | -10 | -2 | -4 | 0.4 | 6 | 6 | 4.9*
23 | -0.9 | 4 | Cc1ccc(N2C(=O)[C@@H]3C(C(=O)C(c4ccccc4)c4ccccc4)=NN[C@@H]3C2=O)cc1 | 1 | -7 | -1 | -4 | 0.3 | -6 | -2 | 2.6
24 | 0.9 | -19 | Nc1c2c(nc3ccc(Br)cc13)N(c1ccccc1)CC2 | -1 | -2 | -11 | -32 | 0.0 | -13 | 5 | 0.0
25 | -0.1 | 6 | c1ccc(CSc2nnc(-c3ccco3)n2Cc2ccco2)cc1 | -2 | 0 | -1 | -31 | 0.4 | -6 | -2 | -0.8
26 | -0.4 | 0 | Cc1c(Cl)c([N+](=O)[O-])nn1CC(=O)NCC1CCCO1 (centres undefined) | -2 | 4 | -5 | 5 | -0.2 | -8 | -9 | 0.9

(listing goes on)
No. | TbMetRS inhib | DNMT1 inh | Molecule | STEP inh | bovine MsrA act | SUMO1 PPI mod | NRP1-CendR mod | LMPTP inh | E coli Lon inh | Scp1 inh | MsrA inh
31 | 0.0 | -1 | CC1CC(CC(C)C(=O)NC(=S)Nc2ccc(S(N)(=O)=O)cc2)C(=O)O1 (centres undefined) | 2 | 5 | 2 | -8 | 1.0 | -5 | -6 | -0.3
32 | -1.2 | 1 | CC1(C)Cc2ccccc2C(=O)N1 | 1 | -6 | -1 | 0 | 1.4 | -3 | 2 | 1.0
33 | 0.0 | -2 | Cc1nn(C)c(C(=O)NNC(=S)NCc2ccco2)c1Cl | 0 | 0 | 15 | -5 | -0.6 | 10 | 0 | 0.1
34 | -1.1 | -32 | CC(C)C1C(=O)N(Cc2cn(CCC3OCCCO3)nn2)CCS(=O)(=O)N1Cc1ccc(-c2ccc(Cl)c(Cl)c2)cc1 (centres undefined) | 2 | -1 | 3 | -20 | 5.0 | -2 | . | -1.2
35 | -0.7 | -2 | Cc1ccc(NC(=S)N2CCC(c3ccccc3)C2)c(Cl)c1 (centres undefined) | 2 | 5 | 2 | -7 | -0.6 | 4 | 8 | 0.3
36 | 0.6 | -8 | COc1ccc(/C=C2\SC(c3ccc(C)cc3)=NC2=O)cc1OC | -20 | -2 | -25 | 135 | 1.5 | -98 | -3 | 0.9
37 | -0.2 | -1 | CN(C)S(=O)(=O)c1ccc(SCC(=O)N2CC(=O)Nc3ccccc32)nc1 | -1 | -3 | 1 | -8 | 0.3 | -1 | -8 | 0.7
38 | -0.3 | -2 | O=C(Cc1n[nH]c(=O)c2ccccc12)N1CCN(S(=O)(=O)c2ccc(F)c(Cl)c2)CC1 | 3 | -5 | 1 | 17 | -0.5 | -6 | -7 | -1.5
39 | -0.5 | 3 | CN(CCCCCC(=O)/C=N/O)Cc1ccccc1 | -1 | -6 | 1 | -5 | 1.2 | 12 | 2 | 0.2
40 | 0.2 | 1 | O=S(=O)(Nc1ccc(Br)cc1)c1cccc2nonc12 | 0 | -5 | -27 | 8 | -1.4 | 0 | -2 | -1.3
41 | 0.4 | -6 | Cc1ccsc1CN(C)C(=O)CN1C(=O)NC(c2ccccc2)(c2ccccc2)C1=O | -2 | -1 | -1 | 5 | 1.2 | -4 | -13 | 1.1
42 | -0.2 | 4 | CCOC(=O)Nc1ccc2c(c1)N(C(=O)CN1CCN(C)CC1)c1ccccc1CC2 | 0 | -3 | 7 | -3 | -2.5 | 3 | -5 | 0.1
